Screening results as filed in PubChem BioAssay.
APJ antag = antagonists of human APJ apelin receptor; inhibition, % at 20 µM; CHO-K1 APJ beta-arrestin complementation, luminescence; P35414; actives 0.32% (n = 330,000); AID 2521;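 active = inhibition above about 40% at 20 µM, limit read from the data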;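 note: cells challenged with 10 nM apelin-13 agonist together with compound; plate controls were apelin-13 plus DMSO wells for no effect and DMSO wells lacking apelin-13 for full effect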
Target sequence (P35414 whole entry, looked up): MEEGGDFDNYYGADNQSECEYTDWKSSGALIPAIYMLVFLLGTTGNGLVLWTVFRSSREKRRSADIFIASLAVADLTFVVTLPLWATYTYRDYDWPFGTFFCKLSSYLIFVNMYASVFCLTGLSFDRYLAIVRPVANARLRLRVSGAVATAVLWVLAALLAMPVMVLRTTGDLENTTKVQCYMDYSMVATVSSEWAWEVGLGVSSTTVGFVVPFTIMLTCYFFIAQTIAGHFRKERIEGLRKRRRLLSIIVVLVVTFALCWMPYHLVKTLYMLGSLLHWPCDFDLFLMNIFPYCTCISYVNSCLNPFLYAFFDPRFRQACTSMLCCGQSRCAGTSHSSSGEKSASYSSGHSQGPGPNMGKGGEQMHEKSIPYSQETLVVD
UPR CHOP act = activators of apoptotic arm of unfolded protein response (CHOP) | activation, % at 10 µM | AID 449763 | CHO-CHOP luciferase reporter, UPR activation, luminescence; percent of tunicamycin response over DMSO baseline | actives 0.34% (n = 330,000);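 active = at 10 µM dose, activation of 40% or more, normalized to positive control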;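 note: 100% = tunicamycin at 10 µg/mL and 0% = DMSO alone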
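assay system = CHO CHOP reporter cells | amount = 500 CHO-CHOP cells per well | buffer or medium = F12 with 10% FBS | incubation = 16-18 h cell attachment, then 6 h compound exposure, 37 °C | detection = luminescence read with Steady-Glo | read-out = percent activation relative to tunicamycin control | controls = tunicamycin high control, DMSO low control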
TIM10 inh = growth inhibitors of TIM10 yeast strain | inhibition, % at 10 µM | AID 463195 | actives 1.4% (n = 330,000) | S. cerevisiae TIM10 strain growth, BacTiter-Glo luminescence, 24 h;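 active = inhibition of 40% or more at the single tested concentration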;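 note: wild-type TIM10 isogenic control strain grown at permissive 25 °C; 0% = DMSO yeast wells and 100% = minimal medium wells without yeast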
Mdm2 MdmX PPI = human Mdm2/MdmX binding inhibition | AID 485346 | actives 3% (n = 330,000) | inhibition, % at 8 µM | SaOS-2 split-luciferase Mdm2/MdmX complementation, luminescence;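 active = inhibition of at least 50% at 8 µM in the primary screen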
APJ ag = agonists of human APJ apelin receptor; P35414; CHO-K1 APJ PathHunter beta-arrestin, luminescence; 0% DMSO wells, 100% apelin; actives 0.11% (n = 330,000); activation, % at 20 µM; AID 2520;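 active = activation more than six SD over the plate average, tested at 20 µM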;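 note: 0% = DMSO alone and 100% = apelin-13 at 10 nM; some results filed as inactive read as strong as hits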
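Assay system – PathHunter CHO-K1 APJ (AGTRL-1) beta-arrestin reporter cells · Compound – one dose, 20 µM compound, 1% DMSO · Timing – compound 90 min 25 °C, reagent 1 h · Measured by – luminescence from split beta-galactosidase complementation, Galacton Star/Emerald II substrate · Measure – beta-arrestin recruitment to APJ as agonist activity, luminescent signal · Benchmarks – DMSO vs Apelin-13 10 nM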
tim23-1 inh = inhibits growth of tim23-1 mutant yeast. S. cerevisiae tim23-1 growth, BacTiter-Glo luminescence, 24 h. inhibition, % at 20 µM. actives 1.3% (n = 330,000). AID 463212;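 active = growth inhibition of the mutant yeast at or above 50%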;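 note: temperature-sensitive mutant grown at 25 °C; plate controls were DMSO-treated mutant yeast for no effect and medium wells lacking yeast for full effect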
tim10-1 inh = tim10-1 yeast growth inhibition; S. cerevisiae tim10-1 ts strain growth, BacTiter-Glo, 24 h; inhibition, % at 20 µM; actives 2.2% (n = 330,000);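 active = inhibition of at least 40%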;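 note: mutant grown at 25 °C; 0% = DMSO wells with yeast and 100% = wells holding no yeast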
CXCR6 inh = inhibitors of human CXCR6 receptor | inhibition, % at 20 µM | AID 602244 | O00574 | actives 0.36% (n = 360,000) | CHO-K1 PathHunter CXCR6 beta-arrestin, luminescence; in the data active = inhibition above about 34%, passing the limit was not always enough;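 note: antagonist mode with CXCL16 agonist at 10 nM final; 0% = 10 nM CXCL16 with DMSO and 100% = unstimulated wells without agonist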
Target sequence (O00574 whole entry, looked up): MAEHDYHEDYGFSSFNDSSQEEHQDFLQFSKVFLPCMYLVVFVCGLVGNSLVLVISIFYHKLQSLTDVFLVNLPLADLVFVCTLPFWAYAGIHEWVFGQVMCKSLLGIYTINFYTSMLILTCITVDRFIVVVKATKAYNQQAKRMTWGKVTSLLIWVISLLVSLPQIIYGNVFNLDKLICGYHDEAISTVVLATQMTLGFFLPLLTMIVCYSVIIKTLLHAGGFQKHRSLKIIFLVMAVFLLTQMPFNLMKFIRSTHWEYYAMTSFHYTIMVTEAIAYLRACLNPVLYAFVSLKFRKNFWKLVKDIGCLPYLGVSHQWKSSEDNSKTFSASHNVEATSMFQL
UPR XBP1 act = adaptive UPR (XBP1) activation. CHO-XBP1 luciferase reporter, IRE1-XBP1 UPR activation, luminescence; percent of tunicamycin response, DMSO as zero. activation, % at 20 µM. actives 0.33% (n = 330,000). AID 463104;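 active = versus positive control, 20 µM dose yields 30% or more activation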;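 note: 100% = tunicamycin at 10 µg/mL and 0% = DMSO only wells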
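Material: CHO cell line with stable XBP1 luciferase reporter; buffer or medium: F12 medium containing 10% fetal bovine serum; compound: single point, 20 µM final compound, 1% DMSO; incubation: 6 h treatment, 37 °C; measured by: glow luminescence from Steady-Glo reagent; evaluation: activation, % of tunicamycin; control set: tunicamycin high, DMSO low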
An asterisk follows results filed as active; / = not tested or not shown.

SMILES	APJ antag	UPR CHOP act	TIM10 inh	Mdm2 MdmX PPI	APJ ag	tim23-1 inh	tim10-1 inh	CXCR6 inh	UPR XBP1 act
C[C@]12CCC(=O)C=C1C=C[C@@H]1[C@@H]2CC[C@@]2(C)[C@H]1CC[C@@]2(O)CCC(=O)O	-3	0.5	6	0	2	-12	18	-3	-3
O=C(Nc1cccc(Br)c1)c1c(O)c2c(n(Cc3ccccc3)c1=O)CCCC2	11	-1.0	12	12	-2	13	7	-8	-6
COc1ccc(C)cc1NC(=O)N1CCC2(CC1)OCCO2	-2	-1.6	10	-17	-3	-4	7	8	-2
COC(=O)C1=C(c2ccc3ccccc3c2)C[C@@H]2CC[C@H]1N2C(=O)NC1CCCCC1	1	-0.1	26	11	-1	43	22	11	1
c1cc2c(cc1CN1CCNCC1)OCO2	-4	-1.7	-8	16	-2	-9	2	0	0
CCc1c(C)nc(N)nc1N1N=C1SCC#N	15	-1.6	3	-18	-1	10	0	6	0
O=C1NC(=O)C(=Cc2cn(CCOc3ccc4c(c3)OCO4)c3ccccc23)C(=O)N1	-18	11	-4	59*	5	-12	-9	-10	31*
CC(=O)c1c(C)n(CCCOC(C)C)c2ccc(O)cc12	-16	4.6	1	-2	2	20	4	4	-3
c1ccc2c(CNC3CCCCC3)c[nH]c2c1	-8	3.2	6	-7	-3	12	19	/	1
Cc1cc(C=O)c(C)n1CC1CCCO1 (stereo not drawn)	3	0.2	-4	-8	3	8	15	0	0
COC(=NC1CCCCC1)C(O)c1c[nH]c2ccccc12 (stereo not drawn)	1	0.1	5	-1	-1	14	19	10	1
CC1CCC(NC(=O)CNC(=S)N2CC3CC(C2)c2cccc(=O)n2C3)CC1 (stereo not drawn)	14	2.4	1	-6	1	1	11	0	-3
O=C(c1ccc(F)c([N+](=O)[O-])c1)N1CC2CC(C1)c1cccc(=O)n1C2 (stereo not drawn)	-9	-0.9	-2	-18	3	3	-2	-2	-4
O=C(CCC(=O)N1CC2C[C@@H](C1)Cn1c2cccc1=O)NCCc1ccccc1	18	1.4	4	-15	-5	11	6	-1	-1
CN1C2CCC1CC(OC(=O)c1cc(Cl)cc(Cl)c1)C2 (stereo not drawn)	-1	-2.3	-4	-1	-1	17	4	2	0

SMILES	APJ antag	UPR CHOP act	TIM10 inh	Mdm2 MdmX PPI	APJ ag	tim23-1 inh	tim10-1 inh	CXCR6 inh	UPR XBP1 act
O=C(O)c1ccc(-n2c(O)c(/C=C3\C=Nc4ccccc43)c(=O)[nH]c2=O)cc1	15	-0.8	9	-2	-6	1	-3	-4	0
COc1cc(C(=O)N2C[C@H]3C[C@@H](C2)c2cccc(=O)n2C3)cc(OC)c1OC	-3	-0.6	1	3	-4	9	-5	2	-3
C[C@H]1[C@@H](c2ccccc2)O[C@@H](c2ccccc2Br)N1C	4	-2.9	-3	10	-7	-10	-9	0	-3
O=C1C(Cc2cnc[nH]2)NC(=S)N1c1ccccc1 (stereo not drawn)	13	-0.3	-1	9	-3	7	14	9	-1
O=Cc1c(C(=O)O)n(Cc2ccc(F)cc2Cl)c2ccccc12	4	0.3	-12	-22	0	19	12	-2	-3
O=c1[nH]c(=S)n(CCC2=CCCCC2)c(O)c1/C=N/Nc1ccccc1	-13	1.2	-26	-5	3	11	-2	-15	-4
CC(c1ccccc1F)n1cc(C(=O)Nc2ccc3nc[nH]c3c2)nn1 (stereo not drawn)	-4	-1.7	-4	23	11	4	9	-8	2
Fc1ccc(N2CCN(Cc3ccc4c(c3)OCO4)CC2)cc1	17	0.3	-4	17	-5	13	1	2	-1
O=C(NC(C(Cl)Cl)N1CCOCC1)c1ccccc1 (stereo not drawn)	8	0.9	1	10	-3	-7	2	-2	-2
O=[N+]([O-])c1ccc(N2CCCCC2)c2ncccc12	-2	-0.2	8	10	-7	12	14	10	-2
CN(C)c1ccc(/C=C/C=C/c2sc3ccccc3[n+]2C)cc1	2	4.3	22	82*	-3	27	7	20	4
COC(=O)C1=C(c2cc3ccccc3s2)C[C@@H]2CC[C@H]1N2C(=O)NCCO	23	-0.4	-1	11	-4	-9	-17	7	-3
CCNc1cc(N2CCNCC2)ccc1[N+](=O)[O-]	6	-2.2	-14	6	0	-2	-14	/	0
COC(=O)C1=C(c2ccccc2)C[C@@H]2CC[C@H]1N2C(=O)NCCNC(C)=O	7	-0.7	-9	6	3	-8	-13	-4	-2
COc1ccccc1Sc1ccccc1CC(C)N (stereo not drawn)	-2	-1.3	9	13	-4	9	19	7	-1

SMILES	APJ antag	UPR CHOP act	TIM10 inh	Mdm2 MdmX PPI	APJ ag	tim23-1 inh	tim10-1 inh	CXCR6 inh	UPR XBP1 act
CCCCn1c(O)c(C(C)=Nc2c(C)n(C)n(-c3ccccc3)c2=O)c(=O)[nH]c1=O	10	-2.5	8	-30	2	12	8	2	-1
Cn1cccc1/C=C1/C(=O)NC(=O)N(C(C)(C)C)C1=O	-3	1.1	-1	-7	-2	22	9	-10	1
CC1(C)OC1COc1c2occc2cc2ccc(=O)oc12 (stereo not drawn)	-56	0.4	-7	7	1	12	4	0	4
CN(C)Cc1c[nH]c2ccccc12	2	-1.9	-6	-11	-1	-12	7	3	-2
CN(C)c1ccc(/C=C2/C(=O)NC(=O)N(CCc3ccc(F)cc3)C2=O)cc1	16	3.1	3	9	-6	6	5	-2	0
CCOC(=O)C(O)(c1ccc(N=c2ccccn2C)cc1)C(F)(F)F (stereo not drawn)	-4	-0.1	1	-6	2	-4	-4	-10	-2
COC(=O)C1=C(c2ccc(F)cc2OCc2ccccc2)C[C@@H]2CC[C@H]1N2C(=O)NCCO	16	3.3	2	19	-2	37	3	-5	3
O=C(N/N=C1/CN2CCC1CC2)c1cccc(O)c1	8	2.1	2	11	-4	8	4	-22	-2
COC(=O)c1c(C)n(Cc2ccc3c(c2)OCO3)c2ccc(O)cc12	26	0.9	26	25	-4	33	6	11	2
COCCCN1Cc2ccccc2C1=N	19	-1.1	1	-11	6	-3	-4	5	-3
CCC(=O)N1CC(=O)Nc2ccc(F)cc2C1c1ccccc1 (stereo not drawn)	6	1.0	-3	8	-4	-4	-9	10	0
Cc1cc(Oc2ccc(C(F)(F)F)cc2[N+](=O)[O-])c2c3c(c(=O)oc2c1)CCC3	-5	1.6	-8	44	0	-8	7	7	4
Cc1cccc(CNCCc2c[nH]c3ccccc23)c1	18	-0.2	6	47	-4	3	1	-6	1
COC(=O)C1=C(c2cccc(OC)c2OC)C[C@@H]2CC[C@H]1N2C(=O)NCCNC(C)=O	11	1.5	6	-6	2	7	4	8	8
CCn1cc(C=C2C(=O)NC(=O)NC2=O)c2ccccc21	17	0.6	11	18	5	-4	1	4	9

SMILES	APJ antag	UPR CHOP act	TIM10 inh	Mdm2 MdmX PPI	APJ ag	tim23-1 inh	tim10-1 inh	CXCR6 inh	UPR XBP1 act
N#Cc1ccc(NC(=O)CN2CCCCCC2)cc1Cl	-31	1.1	10	-13	-2	-2	-21	-1	-2
Cc1cc(C=C2C(=O)N(C)C(=O)N(C)C2=O)c(C)n1-c1ccccc1	2	2.3	0	33	-1	-17	16	-3	6
O=C(CN1CCOCC1)c1ccc(Br)cc1	15	1.8	-4	-34	-6	19	24	11	-2
COC(=O)C1=C(c2ccc(Cl)c(C(F)(F)F)c2)C[C@@H]2CC[C@H]1N2C(=O)N1CCCC1	14	1.0	4	-5	-4	39	11	12	-5
C=CCc1cc(C=C2C(=O)NC(=O)NC2=O)cc(OC)c1OCc1ccc(C(=O)O)cc1	-9	-0.3	11	-19	-2	23	-3	-3	-6
CCC(C)n1c(O)c(/C=N/NC(=O)c2ccncc2)c(=O)[nH]c1=S (stereo not drawn)	11	-0.9	11	3	-7	-5	8	0	0
C(=N\NC1=NCCCCC1)/c1c[nH]c2ccccc12	10	1.2	-4	10	-1	-2	-1	3	-2
CCC1CO/C(=C(\C(Cl)=C(Cl)Cl)[N+](=O)[O-])N1Cc1ccc(Cl)nc1 (stereo not drawn)	-3	1.3	7	-32	-4	12	-9	-1	-6
CC(NCc1ccc(Cl)cc1)C(O)c1ccccc1 (stereo not drawn)	0	0.1	5	-3	0	3	-8	12	-1
CCOC(=O)C1(c2ccccc2)CCN(Cc2cccc(C(=O)O)c2)CC1	9	-0.6	-2	10	-5	4	-11	1	3
CCOC(=O)N(CC)c1ccc(C(O)(C(=O)OCC)C(F)(F)F)cc1 (stereo not drawn)	7	0.0	4	2	-2	15	22	-4	-4
O=C(c1ccc(F)cc1Cl)N1CCC2(CC1)OCCO2	7	1.8	5	24	-4	-1	-9	10	-4
COc1cccc(N(C(C)=O)C2=NCCCS2)c1	10	0.5	-6	-18	-3	-8	-4	-9	-2
CC(=O)c1c(O)n(C)c(=S)n(-c2ccccc2)c1=O	8	0.5	-3	31	-4	17	-4	0	-1
Cc1ccc(S(=O)(=O)Cc2ccc(C(=O)N3CCC4(CC3)OCCO4)o2)cc1	-4	-0.8	1	-3	-3	2	17	-11	2

SMILES	APJ antag	UPR CHOP act	TIM10 inh	Mdm2 MdmX PPI	APJ ag	tim23-1 inh	tim10-1 inh	CXCR6 inh	UPR XBP1 act
COc1ccc(CCN(C)Cc2c(F)cccc2F)cc1OC	2	0.1	-26	-28	-5	-1	11	2	1
CCCNC(=O)N1[C@H]2CC[C@@H]1C(C(=O)OC)=C(c1cc3ccccc3o1)C2	-36	-0.8	-12	9	-6	16	10	-10	0
CNS(=O)(=O)c1ccc(N=Cc2c(O)n(-c3cccc(C)c3)c(=O)[nH]c2=O)cc1	14	-0.2	8	-2	-1	10	6	3	-2
COc1ccc(N=Cc2c(O)n(-c3ccc(C)cc3)c(=O)[nH]c2=O)cc1	14	1.4	12	1	-5	-14	8	2	-1
Cc1cc(S(N)(=O)=O)ccc1N=Cc1c(O)n(-c2ccccc2)c(=O)[nH]c1=O	4	1.1	-4	13	-5	-4	10	5	-3
CCc1c(C)nc(N)nc1N1N=C1SCCOc1ccccc1	23	1.1	13	11	-3	-11	20	-4	-2
O=C1NC(=O)C2(Cc3ccccc3N3CCCC32)C(=O)N1Cc1ccccc1 (stereo not drawn)	10	-1.1	13	18	-1	12	18	-7	1
CN(CC(=O)Nc1ccccc1-c1ccccc1)C1CCCCC1	18	-1.7	1	-7	3	12	16	0	-4
C=CCn1c(O)c(C(CC)=NC2CC2)c(=O)[nH]c1=O	20	-3.3	9	18	-1	-2	3	-8	0
CN1CCC(C)(O)C2CCCCC21 (stereo not drawn)	5	-0.3	-12	9	-2	3	8	1	-1
CCS(=O)(=O)NC(C)c1nnc2n1-c1ccc(Br)cc1C(c1ccccc1Cl)=NC2 (stereo not drawn)	2	-0.1	11	30	0	7	-17	5	-1
NCCc1ccccn1	-20	-0.2	2	-38	1	6	5	/	-6

Only part of the results is shown; count on the stated rates, not on these rows.
